# PKM2 act – PKM2 (human) enzyme activation | actives 0.34% (n = 260,000) | P14618 | purified PKM2, Kinase-Glo ATP luminescence, activation; response scale: 0% is enzyme alone, no compound | Potency, µM (doses to about 57.5 µM), for the others: at the top dose activation, hits mostly activators; further: potency means the concentration at half of the fitted maximal effect; on the % scale 0 is the no-effect control and ±100 the full control effect; nearly all actives have a fitted effect of over 55% in size
#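 Kinase-Glo luminescence reports ATP generated from ADP (0.1 mM) and PEP (0.5 mM) by purified hPK-M2 after 1 h at room temperature, pH 7.2 imidazole buffer; intermediate enzyme activity allows detecting inhibitors and activators.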
# FLuc modulator – firefly luciferase modulation, counter-screen for miR-21 project. P08659. purified FLuc, Km substrates, luminescence inhibition. Potency, µM (doses to about 57.5 µM), for the others: at the highest dose activity change, negative = inhibition, usual class: inhibitors. actives 6.9% (n = 360,000). AID 588342;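 further: potency means the concentration at half of the fitted maximal effect; plate controls were vehicle for no effect and reference inhibitor for full effect; nearly all actives have a fitted effect of over 55% in size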
# Target sequence (P08659 whole entry, looked up): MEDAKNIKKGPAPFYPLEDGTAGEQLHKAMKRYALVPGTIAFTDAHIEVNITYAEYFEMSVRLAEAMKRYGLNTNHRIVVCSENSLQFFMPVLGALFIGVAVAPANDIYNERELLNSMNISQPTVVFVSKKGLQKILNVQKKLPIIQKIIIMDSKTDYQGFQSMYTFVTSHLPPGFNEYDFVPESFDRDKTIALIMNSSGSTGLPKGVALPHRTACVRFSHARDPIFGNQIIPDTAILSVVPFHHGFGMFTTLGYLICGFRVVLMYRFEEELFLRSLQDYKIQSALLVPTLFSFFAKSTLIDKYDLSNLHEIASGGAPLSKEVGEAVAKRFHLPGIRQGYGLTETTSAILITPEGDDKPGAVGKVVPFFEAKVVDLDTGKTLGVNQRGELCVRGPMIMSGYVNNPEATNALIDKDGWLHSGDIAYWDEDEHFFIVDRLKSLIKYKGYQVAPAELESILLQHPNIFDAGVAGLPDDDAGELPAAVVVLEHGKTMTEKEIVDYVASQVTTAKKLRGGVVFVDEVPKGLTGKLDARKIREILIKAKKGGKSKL
#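 Purified P. pyralis luciferase (10nM final) with 10uM D-luciferin and 10uM ATP (Km levels) in 50mM Tris acetate pH 7.5, 10mM Mg acetate, 0.01% Tween-20, 0.05% BSA; qHTS 6-point titration, ~60 µM downward; luminescence read.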
# NPC1 promoter act – activates the NPC1 promoter | Huh7 NPC1 promoter luciferase reporter, 24 h | Potency, µM (series often up to 9.22 µM), inactives show top-dose activation, most hits filed as activators | actives 2.4% (n = 320,000);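 further: potency means the concentration at half of the fitted maximal effect; % of control where 0% means no effect; nearly all actives have a fitted effect of over 60% in size; reporter is driven by a mutant NPC1 promoter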
#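 Luminescence read-out of NPC1 promoter-driven luciferase in stably transfected Huh7 cells; compounds delivered in DMSO and left 24 h at 37C, 5% CO2, qHTS titration format.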
# KCNH2 3.1 block – KCNH2 3.1 (human) potassium channel inhibition | U2OS KCNH2 3.1, thallium flux FluxOr; active compounds read low | activity change, % (tested at about 1.8 µM) | actives 0.95% (n = 340,000) | AID 720553;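 active means maximum activity change below -70%; inconclusive means maximum activity change from -70% to -50%; inactive means maximum activity change above -50%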;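 further: thallium influx rate constant from kinetic fluorescence after stimulation buffer; on the % scale 0 is the no-effect control and ±100 the full control effect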
#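 FluxOr-based Tl+ influx in U2OS cells transduced with KCNH2 3.1 virus; rate constants normalized to DMSO controls.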
# Mito fusion yeast – blocks mitochondrial division or promotes mitochondrial fusion; actives 0.23% (n = 320,000); S. cerevisiae fusion-defective mutant growth rescue, CellTiterGlo 48 h; Potency, µM (top dose mostly 46.1 µM), inactives show top-dose growth rescue (activation), most hits filed as activators;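 further: potency means the concentration at half of the fitted maximal effect; % of control where 0% means no effect; nearly all actives have a fitted effect of over 45% in size; temperature-sensitive fusion mutants such as fzo1-1 at 37 °C on non-fermentable ethanol glycerol medium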
#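 Temperature-sensitive fusion-defective S. cerevisiae (e.g. fzo1-1, mgm1-5) were grown with compound in YPEG medium (3% ethanol, 3% glycerol) for 48 hours at 37C. Growth rescue was measured as viability by CellTiterGlo luminescence after 10 minutes at ambient.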
# ELG1 DNA repair – inhibitors of ELG1-dependent DNA repair in HEK293T cells. HEK293T ELG1-luciferase reporter, luminescence, 16 h; DNA damage induced by 5-fluorouridine. Potency, µM (doses to about 46.1 µM), without a hit: at the highest dose activity change, negative = inhibition, actives largely listed as inhibitors. actives 2.3% (n = 330,000). AID 504467; further: potency means the concentration at half of the fitted maximal effect; on the % scale 0 is the no-effect control and ±100 the full control effect; nearly all actives have a fitted effect of over 55% in size
#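 Overnight (16 hr) co-exposure of 2,000 cells/well to 5-fluorouridine and compound at 37 °C preceded detection. Luciferase was quantified via ONE-Glo luminescence; loss of signal denotes inhibition.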
# Gal4-VP16 FLuc – Gal4-VP16 reporter inhibition counter-screen; Potency, µM (highest dose often 53.6 µM), inactives show at the top dose activity, negative = inhibition, most hits filed as inhibitors; Drosophila S2 Gal4-VP16 UAS-luciferase, luminescence, 20 h; actives 3.5% (n = 310,000); AID 2546;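 further: Gal4-VP16 expression switched on by copper sulfate through the metallothionein promoter; potency means the concentration at half of the fitted maximal effect; on the % scale 0 is the no-effect control and ±100 the full control effect; nearly all actives have a fitted effect of over 50% in size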
# Menin MLL FP TR – displaces Texas Red mutant MLL peptide from human menin; Potency, µM (series often up to 61.6 µM), for the others: at the highest dose FP activity change, negative = inhibition, hits mostly inhibitors; actives 0.23% (n = 270,000); AID 1768; O00255; Menin + Texas Red MLL mutant peptide, fluorescence polarization; active means well fitted inhibition curve with a large enough effect in the polarisation, with a control signal flat, not every such curve was filed as active; inconclusive means small, poorly fitted or top-dose-only effect, or effect the other way, or a change in a side signal; inactive means no such curve, though single readings can be large or run the other way; the % refers to the polarisation; further: potency means the concentration at half of the fitted maximal effect; % of control where 0% means no effect; many of its hits are not listed in these tables
# RORg inh – inhibitors of mouse ROR gamma transcriptional activity; Drosophila S2 Gal4-RORgamma UAS-luciferase reporter, 20 h; Potency, µM (doses to about 53.6 µM), without a hit: top-dose activity change, negative = inhibition, actives largely listed as inhibitors; actives 5.4% (n = 310,000); AID 2551; further: potency means the concentration at half of the fitted maximal effect; on the % scale 0 is the no-effect control and ±100 the full control effect; nearly all actives have a fitted effect of over 60% in size
#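 Stably transfected Drosophila Schneider cells are the test system, with ROR gamma fused to Gal4 and luciferase under UAS control; luminescence is read after 20 hr of 700 uM copper sulfate induction at ambient temperature.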
# Rab9 prom act – activates the Rab9 promoter. Huh7 Rab9 promoter-luciferase reporter, luminescence, 24 h. Potency, µM (series often up to 9.22 µM), without a hit: top-dose activation, negative = inhibition, actives largely listed as activators. actives 2.8% (n = 320,000); further: potency means the concentration at half of the fitted maximal effect; % of control where 0% means no effect; nearly all actives have a fitted effect of over 60% in size
#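 Luminescence read-out: Huh7 cells stably expressing Rab9-luciferase, treated 24 h with compound at 37 °C, then lysed with luciferase reagent for 10 min at ambient before reading.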
# MBNL1 CUG block – MBNL1-poly(CUG) RNA binding inhibition | TR-FRET MBNL1-His/biotin-(CUG)12 binding, 665/545 ratio | Potency, µM (highest dose often 57.5 µM), inactives show top-dose activity change, negative = inhibition, usual class: inhibitors | AID 2675 | Q9NR56 | actives 0.036% (n = 280,000); active means well fitted inhibition curve with a large enough effect in the signal ratio, with a control signal flat, not every such curve was filed as active; inconclusive means small, poorly fitted or top-dose-only effect, or effect the other way, or a change in a side signal; inactive means no such curve, though single readings can be large or run the other way; the % refers to the signal ratio; further: potency means the concentration at half of the fitted maximal effect; on the % scale 0 is the no-effect control and ±100 the full control effect
# Target sequence (Q9NR56 whole entry, looked up): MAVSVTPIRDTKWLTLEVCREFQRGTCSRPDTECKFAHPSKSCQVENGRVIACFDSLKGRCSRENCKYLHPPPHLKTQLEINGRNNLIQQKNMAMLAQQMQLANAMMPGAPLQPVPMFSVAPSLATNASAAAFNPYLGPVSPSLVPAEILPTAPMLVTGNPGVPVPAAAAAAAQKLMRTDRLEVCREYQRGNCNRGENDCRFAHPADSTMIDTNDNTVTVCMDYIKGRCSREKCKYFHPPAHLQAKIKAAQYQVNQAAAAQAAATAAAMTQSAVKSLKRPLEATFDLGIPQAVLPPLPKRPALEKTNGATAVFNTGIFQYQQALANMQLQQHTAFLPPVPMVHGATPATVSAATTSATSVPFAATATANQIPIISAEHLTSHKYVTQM
#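 Compound titration spanned 92 nM–58 uM against the MBNL1-His/biotin-(CUG)12 complex. After 60 min at room temperature with 5 nM streptavidin-XL665 and 0.055 ng/ul terbium anti-His, ratiometric 665/545 nm emission (Ex 340 nm) normalized to controls.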
# Active calls of the source: *; ? = inconclusive; . = no result given; & = joins results of further samples; [ ] = another dose, or the depositor's remark. Unless noted, the call rests on the fitted dose curve; in most records, active means well fitted curve in the direction sought with a large enough effect; inconclusive means small, poorly fitted or top-dose-only effect, or another doubt; inactive means no such curve, though single readings can be large; an effect the other way counts as inactive or inconclusive. An excerpt. The share of hits here may be higher or lower than overall.
SMILES,PKM2 act,FLuc modulator,NPC1 promoter act,KCNH2 3.1 block,Mito fusion yeast,ELG1 DNA repair,Gal4-VP16 FLuc,Menin MLL FP TR,RORg inh,Rab9 prom act,MBNL1 CUG block
Cc1nc2ccccc2n1CC(=O)N/N=C\c1ccccn1,-3%,1%,1%,14,-1%,11%,-3%,?,-15%,0%,6%
CCc1c(C)sc(NC(=O)Cc2ccccc2OC)c1C(=O)N1CCOCC1,-7%,-2%,-1%,?,9%,10%,-4%,.,-1%,15%,19%
COC(=O)c1ccc(-c2c(-c3ccccc3)ncc3cc(OC)c(OC)cc23)cc1,.,?,4%,2,10%,?,.,.,.,1%,.
O=[N+]([O-])c1cnc(Sc2ccncn2)s1,12%,1%,-38%[inhibitor],-6,-16%,?,3.2µM*,.,3.2µM*,-51%[inhibitor],?
CC(=O)Oc1ccc2cc(-c3nc4ccccc4n3C)c(=O)oc2c1,-3%,?,?,-2,-1%,?,5%,8%,-43%,2.8µM*,?
O=C1C(=O)N(CCCN2CCOCC2)C(c2ccc([N+](=O)[O-])cc2)/C1=C(\O)c1ccc2c(c1)OCCO2 (stereo unspecified),.,-5%,-1%,-10,1%,?,-1%,.,-5%,-4%,?
COc1cccc(C(=O)NCc2ccc(-c3nc4ccccc4s3)cc2)c1,-1%,2.7µM*,10%,2,0%,?,13%,2%,2%,?,19%
Cc1cc(C(=O)CN2C(=O)C(=O)N(Cc3ccccc3)C2=O)c(C)n1-c1ccccc1F,-1%,19µM*,0%,-1,10%,6%,4%,1%,?,-3%,-4%
[N-]=[N+]=CC(=O)CCCN1C(=O)c2ccccc2C1=O,-6%,1%,3%,-11,2%,-4%,4%,-4%,28%,3%,12%
Cc1ccccc1NS(=O)(=O)c1ccc(OCC(=O)N2CCCCC2)cc1,4%,3%,-1%,-10,0%,9%,-1%,.,-19%,-4%,-2%
CCc1c(C(=O)NNC(=O)Nc2ccc3c(c2)OCO3)csc1C,-18%,?,0%,3,-3%,8%,-15%,.,16%,-2%,0%
CCCCNC(=O)CCn1c(=O)c2ccccc2n(Cc2ccc(Cl)cc2)c1=O,6%,0%,-2%,-2,0%,?,-8%,-5%,-4%[10 µM],-2%,.
CNC(=O)/C(C#N)=C1/SC(Cc2ccc(F)cc2)C(=O)N1c1ccccc1 (stereo unspecified),0%,-2%,-6%,-6,0%,0%,0%,.,-14%,-3%,.
N[C@@H](Cc1ccc(O)cc1)c1nnc([C@H](CCC(=O)O)NC(=O)C2CCNCC2)o1,-3%,0%,-1%,-23,-1%,14%,0%,2%,20%,8%,-14%
COc1ccc(NC(=O)CSc2nnc(Cc3cccs3)n2-c2ccc(C)cc2)cc1,0%,-2%,8%,3,4%,?,11%,-2%,22%,0%,0%
Cc1ccccc1CN1CCN(Cc2ccc3cccc(F)c3n2)CC1CCO (stereo unspecified),-3%,5%,1%,12,-2%,-8%,3%,?,3%,2%,-5%
O=C(c1ccccc1)c1nc[nH]c1C(=O)Nc1ccccn1,4%,-17%,15%,-1,.,-1%,18µM*,-1%,13µM*,3%,?
CCCCN(C)CCC(=O)Nc1ccc(OC)cc1OC,-5%,2%,0%,-13,-3%,4%,2%,4%,?,-2%,4%
Cc1ccc(CNc2nc(C)nc3sc4c(c23)CCC4)cc1,-2%,3%,1%,8,-2%,?,-28%,?,-16%,-6%,-3%
Cc1[nH]c2ccc3ncccc3c2c1C,5%,21µM*,1%,-6,-1%,3%,-74%,-6%,-62%,3%,22%
O=C(CN1CCN(c2ccccc2F)CC1)Nc1ccccc1F,-2%,5%,-4%,4,21%,-2%,-3%,-1%,14%,-11%,-17%
Cc1ccc(NC(=S)N2CCCN(Cc3ccc(F)cc3)C2)c(C)c1,-4%,-7%,-2%,-12,17%,-3%,?,14%,13µM*,-2%,2%
Cc1cccc(C)c1NC(=O)CN1C(=O)CCSc2ccc(S(=O)(=O)N3CCCC3)cc21,.,0%&-5%,-3%,26,-3%,2%,-1%,.,4%,-5%,1%
Cc1ccc(Cn2c(CCC(=O)O)nc3ncccc3c2=O)cc1,.,5%,0%,9,8%,16%,1%,7%,-3%,-3%,-4%
O=C(Nc1ccccc1OC(F)(F)F)c1ccc([N+](=O)[O-])cc1,1%,-3%,-7%,8,-2%,10%,-18%,2%,-1%,-11%,?
SMILES,PKM2 act,FLuc modulator,NPC1 promoter act,KCNH2 3.1 block,Mito fusion yeast,ELG1 DNA repair,Gal4-VP16 FLuc,Menin MLL FP TR,RORg inh,Rab9 prom act,MBNL1 CUG block
CC12CCC(C(=O)N(CC3CO3)C1=O)C2(C)C (stereo unspecified),6%,4%,0%,-8,2%,12%,4%,8%,4%,9%,1%
Cn1cnc(S(=O)(=O)NCc2ccc(Br)cc2)c1,.,-1%,-1%,6,0%,10%,1%,2%,15%,4%,-2%
CC(=O)Oc1ccc2oc(C)c(C(=O)N3CCOCC3)c2c1,-2%,2%,3%,8,4%,3%,-1%,2%,4%,4%,2%
COc1ccc2cc(C(=O)C3CCCN(C(=O)c4sc(C)nc4C)C3)ccc2c1 (stereo unspecified),.,-3%,-15%,4,4%,-21%,-4%,.,?,3%,?
Cc1ccc(NC(=O)NCc2ccccn2)c(C)c1,-11%,-1%,-3%,7,0%,25%,10%,.,7%,1%,-8%
CCC(C(=O)OCC(=O)c1c(N)n(CC(C)C)c(=O)n(C)c1=O)c1ccccc1 (stereo unspecified),.,1%,-3%,8,-1%,?,.,.,.,-11%,.
COc1ccc(Cl)cc1S(=O)(=O)N1CCC(C(=O)NCc2ccco2)CC1,0%,3%,6%,2,2%,4%,.,-5%,.,1%,3%
Nc1nonc1-c1noc(-c2ccccc2Br)n1,-4%,17µM*,13%,-14,4%,?,-9%,-1%,-11%,5%,-4%
CCOc1ccc(NC(=O)CN(C)C(=O)C2CC(=O)N(Cc3ccco3)C2)cc1OCC (stereo unspecified),.,-1%,-2%,1,-2%,13%,.,.,.,3%,.
COC(=O)c1cnn(-c2ccc(F)cc2F)c1/C=N/NC(=S)NC(C)(C)C,2%,1%,-2%,-6,19%,?,?,.,1.3µM*,-4%,0%
CC(C)CCN1C(=O)c2ccc(C(=O)Nc3ccccn3)cc2C1=O,0%,?,2%,.,10%,-8%,-5%,.,-18%,-1%,19%
N/C(Cc1ccc(Cl)cc1)=N\OC(=O)c1ccccc1,7%,?,-4%,-37,-13%,2%,-22%,0%,-22%,18%,0%
O=C(COc1ccc(/C=N/NC(=O)c2ccccc2Br)cc1)Nc1ccccc1,-2%,-3%,0%,-11,-4%,-8%,-2%,12%,22%,-10%,4%
Cc1cc(C)cc(C(=O)NCCCc2ccccc2)c1,-2%,-12%,-1%,-5,8%,1%,13%[10 µM],-18%,29%,-1%[1.84 µM],-1%
COc1ccc2c(c1)O/C(=C\c1ccco1)C2=O,15%,0.6µM*,4.5µM*,-3,-5%,?,-3%,.,29%,4µM*,?

# Complete entries from above. Values in the order: PKM2 act	FLuc modulator	NPC1 promoter act	KCNH2 3.1 block	Mito fusion yeast	ELG1 DNA repair	Gal4-VP16 FLuc	Menin MLL FP TR	RORg inh	Rab9 prom act	MBNL1 CUG block
# `COc1ccc2cc(C(=O)C3CCCN(C(=O)c4sc(C)nc4C)C3)ccc2c1` (stereo unspecified) reads .	-3%	-15%	4	4%	-21%	-4%	.	?	3%	?
# `Cc1ccc(NC(=O)NCc2ccccn2)c(C)c1` reads -11%	-1%	-3%	7	0%	25%	10%	.	7%	1%	-8%
# `CC(C)CCN1C(=O)c2ccc(C(=O)Nc3ccccn3)cc2C1=O` reads 0%	?	2%	.	10%	-8%	-5%	.	-18%	-1%	19%
# `CCOc1ccc(NC(=O)CN(C)C(=O)C2CC(=O)N(Cc3ccco3)C2)cc1OCC` (stereo unspecified) reads .	-1%	-2%	1	-2%	13%	.	.	.	3%	.

# From PubChem BioAssay
